Bim-Bcl-2 – disrupts Bim peptide binding to human Bcl-2. P10415. hit rate 0.06% among 190,000. Bead-based flow cytometry, Bim peptide-Bcl-2 binding. inhibition, % at 10 µM; in the data active = inhibition above about 40%; inconclusive = no clear call, values can overlap the other calls;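 note: 0% = no compound wells with probe peptide and 100% = reference peptide inhibitor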
Target sequence (P10415 whole entry, looked up): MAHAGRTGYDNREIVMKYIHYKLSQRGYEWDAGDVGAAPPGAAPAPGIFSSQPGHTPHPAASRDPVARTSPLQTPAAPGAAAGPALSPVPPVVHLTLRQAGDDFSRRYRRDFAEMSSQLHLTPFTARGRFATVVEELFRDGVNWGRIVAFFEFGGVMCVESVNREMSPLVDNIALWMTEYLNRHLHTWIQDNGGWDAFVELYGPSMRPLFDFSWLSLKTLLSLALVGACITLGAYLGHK
Mcl-1 Bim block – inhibitors of Bim-Mcl-1 interaction, human | Bead-based flow cytometry, Bim peptide-Mcl-1 binding | Q07820 | AID 1009 | inhibition, % at 10 µM | hit rate 0.1% among 190,000;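 note: 0% = no compound tracer wells and 100% = peptide blocker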
Bim-Bcl-B – disrupts Bim peptide binding to human Bcl-B | Q9HD36 | bead-based flow cytometry | inhibition, % at 10 µM | hit rate 0.073% among 190,000 | AID 951;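 note: 0% = tracer peptide without compound and 100% = reference inhibitor peptide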
RGS7-Gao reg – regulators of human RGS7-Galphao interaction; hit rate 0.35% among 220,000; binding response (% of control), % at 10 µM; Multiplexed bead flow cytometry, RGS7-Galphao binding; actives lie on both sides; in the data active = binding response below about 49% or above about 150%; inconclusive = no clear call, values can overlap the other calls; inactive = in between;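 note: fluorescent Galphao held in activated GDP-AlF4 state binding bead-coupled RGS7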
Target sequence (P09471 whole entry, looked up): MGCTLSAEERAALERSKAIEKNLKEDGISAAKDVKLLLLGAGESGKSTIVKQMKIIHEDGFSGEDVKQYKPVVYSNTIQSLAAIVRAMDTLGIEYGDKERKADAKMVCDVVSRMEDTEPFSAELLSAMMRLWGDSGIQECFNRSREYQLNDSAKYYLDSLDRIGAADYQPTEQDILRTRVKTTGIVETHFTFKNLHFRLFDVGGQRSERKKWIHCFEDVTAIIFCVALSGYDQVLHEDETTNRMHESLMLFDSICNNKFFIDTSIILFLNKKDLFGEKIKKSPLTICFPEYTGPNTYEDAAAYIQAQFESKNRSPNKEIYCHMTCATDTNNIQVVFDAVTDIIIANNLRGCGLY
Mcl1-Bid inh – Mcl-1/Bid interaction inhibition; Q07820; AID 1021; inhibition, % at 21.7 µM; hit rate 0.97% among 220,000; TR-FRET Mcl-1/Bid-Dy647 peptide binding, 1536-well;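 active = compounds that cut the binding signal by more than half at the single screening dose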;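 note: His-tagged Mcl-1 with europium anti-His antibody binding Bid BH3 peptide; 0% = Mcl-1 plus peptide wells and 100% = peptide-only wells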
Bcl-XL Bim block – disrupts Bim peptide binding to human Bcl-XL | bead flow cytometry, fluorescence | AID 1007 | Q07817 | inhibition, % at 10 µM | hit rate 0.04% among 190,000
Target sequence (Q07817 whole entry, looked up): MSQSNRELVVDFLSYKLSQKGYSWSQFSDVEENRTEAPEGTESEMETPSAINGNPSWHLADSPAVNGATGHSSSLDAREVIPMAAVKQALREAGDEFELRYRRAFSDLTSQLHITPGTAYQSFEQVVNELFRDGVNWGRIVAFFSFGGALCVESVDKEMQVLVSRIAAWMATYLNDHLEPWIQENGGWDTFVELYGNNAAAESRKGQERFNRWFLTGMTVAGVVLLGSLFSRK
Bfl-1 Bim block – disrupts Bim binding to human Bfl-1. Q16548. Bead-based flow cytometry, Bim-Bfl-1 binding inhibition. inhibition, % at 10 µM. hit rate 0.12% among 190,000;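 note: 0% = wells without compound plus tracer and 100% = blocker peptide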
Bcl-W Bim block – human Bim-Bcl-W interaction inhibition | Q92843 | bead-based flow cytometry, Bim peptide-Bcl-W binding | inhibition, % at 10 µM | hit rate 0.02% among 190,000;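 note: 0% = bound tracer without compound and 100% = peptide blocker; higher means less fluorescent Bim peptide bound to Bcl-W beads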
Target sequence (Q92843 whole entry, looked up): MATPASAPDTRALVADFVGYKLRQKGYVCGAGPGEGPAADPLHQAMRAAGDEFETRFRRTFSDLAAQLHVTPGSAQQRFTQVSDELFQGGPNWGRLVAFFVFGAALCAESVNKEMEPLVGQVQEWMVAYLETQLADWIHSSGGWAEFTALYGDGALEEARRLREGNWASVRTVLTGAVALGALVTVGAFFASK
RGS4-Gao reg – human RGS4-Galphao interaction regulation | P09471 | Multiplexed bead flow cytometry, RGS4-Galphao binding; actives lie on both sides | binding response (% of control), % at 10 µM | hit rate 0.33% among 220,000; in the data active = binding response below about 49% or above about 150%; inactive = in between;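 note: fluorescent Galphao activated with aluminum fluoride binding bead-coupled RGS4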
RGS8-Gao reg – modulates binding of RGS8 to human Galphao | response (percent of control binding), % at 10 µM | multiplexed bead flow cytometry; actives lie on both sides | hit rate 0.34% among 220,000 | P09471; in the data active = response below about 60% or above about 140%; inactive = in between;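 note: Galphao activated as the GDP aluminium fluoride complex binding bead-coupled RGS8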
GSH bead fluor – compound fluoresces at 488/530 nm on GSH beads | AID 1776 | fluorescence (KMESF) at 10 µM | hit rate 0.25% among 190,000 | GSH beads flow cytometry, compound fluorescence 488/530 nm; stronger effect = higher value; in the data active = fluorescence above about 89;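 note: glutathione beads carrying GST-tagged Bcl family fusion proteins plus one bare bead set; values are compound well signal with DMSO vehicle wells as background; inactives centre near 16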
* hit, by the source's call; u = inconclusive. Cut-off read from the data, not from the text of the source, unless noted: active = inhibition above about 40%.

molecule	RGS8-Gao reg	Bim-Bcl-B	Bcl-XL Bim block	Mcl-1 Bim block	RGS7-Gao reg	Bim-Bcl-2	Bfl-1 Bim block	Bcl-W Bim block	GSH bead fluor	Mcl1-Bid inh	RGS4-Gao reg
Cn1c(=O)c2c(nc(Sc3nc4ccccc4n3CC(=O)N3CCCCC3)n2C)n(C)c1=O	93	-1	2	0	88	0	-1	1	10	-52	86
CCCC(=O)Nc1sc(C)c(C)c1C#N	105	-10	-2	0	103	0	-1	-1	9	-36	105
CC1CN(c2nnnn2-c2ccccc2)CC(C)O1 (stereo not drawn)	101	0	0	0	100	3	3	0	15	7	100
Cc1cccc(N2CCN(C(=O)c3cccc(S(=O)(=O)N4CCc5ccccc5C4)c3)CC2C)c1 (stereo not drawn)	103	-6	-4	-2	108	-9	-5	-2	13	-18	104
COc1ccc(N2CCN(CCNC(=O)CCS(=O)(=O)c3cccc4nsnc34)CC2)cc1	102	-5	0	-1	101	1	3	0	18	-7	105
CC1=C([N+](=O)[O-])C(c2ccccc2)C2=C(N1)c1ccccc1C2=O (stereo not drawn)	101	-12	0	-7	101	-9	-7	0	23	-25	101
COc1ccc(NC(=O)C2OC3OC(C)(C)OC3C3OC(C)(C)OC23)cc1 (stereo not drawn)	99	0	-2	1	99	-1	-1	0	15	6	100
Cn1c(Cn2c(=O)sc3ccccc32)nnc1SCC(=O)NC1CCCCC1	101	-9	-12	-2	102	-5	-6	-4	16	3	102
N/C(COc1ccc(C(=O)O)cc1)=N\O	101	-1	-1	-2	99	-2	0	1	5	7	103
C(#Cc1ccccc1)C[N+]1(CC#Cc2cccc3ccccc23)CCOCC1	118	-3	0	-2	114	1	1	0	47	11	111
Cc1ccc(Oc2nnc(-c3cccs3)c3ccccc23)cc1C	98	-6	-4	-6	100	-2	-2	-2	4	-17	95
CCc1nnc(NC(=O)C(CC)c2ccccc2)s1 (stereo not drawn)	102	-9	-12	-8	103	-7	-4	-6	8	-23	102
Cc1ccc(CNC(=O)CCCC(=O)O)cc1	100	-9	-4	-3	100	-8	-18	-3	25	9	100
c1ccc(-n2ncc3c2ncn2c(C4CCCCC4)nnc32)cc1	89	-2	-1	-2	94	-3	0	-5	21	-4	91
O=S(=O)(Cc1ccccc1)N1CCCc2ccccc21	103	1	-1	-1	105	-3	5	1	10	-2	104
COc1ccccc1CCNC(=O)c1ccc(C)o1	97	-7	0	27	100	3	1	1	25	-3	99
Cc1cc2oc(=O)cc(CN3CCC(C)CC3)c2cc1Cl	102	-5	-2	-1	93	-8	-8	1	16	-4	102
Nc1nc(Nc2ccccc2Br)nc(C(F)(F)F)n1	102	-4	-6	-1	107	-9	-7	-3	12	-3	103
CCn1cnc2cc(NCc3ccc(N(C)C)cc3)ccc21	100	-4	-2	4	100	0	-1	1	10	-44	104
CSCCC(NC(=O)CCN1C(=O)c2ccccc2C1=O)C(=O)O (stereo not drawn)	103	-15	-9	-5	95	-9	-16	1	28	-10	100
Brc1ccc(C2=Nn3c(nnc3-c3n[nH]c4c3CCC4)SC2)cc1	103	5	2	1	102	7	3	0	14	-13	101
CCCCNC(=S)NC1CCCC1	97	-5	-4	0	96	-4	-2	-3	12	-62	97
c1ccc(Sc2cnc3ccccc3n2)cc1	103	-1	-1	-1	102	-1	1	-2	13	6	103
CC(=O)C1=C(C)NC(=O)NC1c1cc(Br)ccc1OCC#N (stereo not drawn)	93	13	9	17	108	14	10	9	33	-3	115
Cc1cccc(NC(=O)c2nnn(-c3cccc(C(F)(F)F)c3)c2N)c1	100	-3	-1	0	100	-1	-6	-1	14	-4	101
Cc1ccc(NCc2nnc(SCC(=O)OC3CCCCC3)o2)c(C)c1	101	-3	-2	-2	105	-3	-5	-3	25	-60	106
CCC1(c2ccccc2)NC(=S)N(c2ccc(C)c(C)c2)N1 (stereo not drawn)	100	-25	-8	-5	u	-4	-1	-4	17	-32	104
N#Cc1ccc2ccn(CC(=O)NC3CCCCCC3)c2c1	100	0	0	-4	100	-3	0	-2	18	-4	101
CC(=O)N1CCc2cc(S(=O)(=O)CCC(=O)N3CCc4ccccc4C3)ccc21	99	-2	-5	-2	103	-1	2	-4	24	13	102
Cc1sc2nc(CSc3ccc([N+](=O)[O-])c(C(F)(F)F)c3)[nH]c(=O)c2c1C	99	-1	-1	0	96	2	2	-2	5	-18	100
CN(C)c1ccc(C(CC(=O)c2ccccc2)C2CCCCC2=O)cc1 (stereo not drawn)	101	-6	-3	-2	98	-3	0	-1	12	-80	102
CC1CN(C(=O)CSc2nnc(-c3ccncc3)n2-c2ccccc2)CC(C)O1 (stereo not drawn)	100	-10	-15	-4	98	-9	-12	-6	32	-31	99
O=C(O)c1cc(NCc2ccc3c(c2)OCO3)ccc1N1CCOCC1	100	0	1	1	101	2	2	0	41	-32	102
COc1cccc(C2=NOC(C(=O)NCc3ccccc3)C2)c1 (stereo not drawn)	102	-3	0	-1	103	0	-3	-2	26	-28	102
CN(C)C(=O)c1ccc(COc2ccccc2Br)o1	100	-10	-6	0	99	-12	-7	-2	25	-27	103
CCCCCn1c(Sc2nc3ccccc3s2)nc2c1c(=O)[nH]c(=O)n2C	97	1	0	5	98	-3	-5	3	7	-24	96
CC1CN(CC(=O)N2CCc3[nH]c4ccccc4c3C2)CC(C)O1 (stereo not drawn)	101	0	0	-3	97	-1	-2	-3	12	-104	97
Oc1c(C=NCc2ccncc2)sc2ccccc12	101	-11	-10	-2	97	-6	-12	-2	35	-12	100
COc1cc(/C=C2\SC(=O)NC2=O)ccc1Oc1ccc([N+](=O)[O-])cc1[N+](=O)[O-]	99	-3	0	-2	u	-2	-2	-1	12	-105	103
O=C(COC(=O)c1cc(=O)[nH]c2ccccc12)c1ccccc1	95	2	1	1	89	-1	-3	3	12	10	93
Cc1nc(Cl)c(C(=O)NC(=O)NCc2ccccc2)c(C)c1Cl	100	-5	-4	-1	101	-4	-19	-2	12	-10	100
CCCn1nc2cc(C(=O)NCc3ccc4c(c3)OCO4)ccc2c1OCC	102	0	-1	-1	97	-1	-1	-1	8	-10	98
COCCN1Cc2cccc(C(=O)Nc3cccnc3)c2C1=O	101	-3	-4	0	97	-5	-9	0	24	-7	99
O=C(O)c1cccc(N2C(=O)c3ccc(Oc4ccc(Cl)cc4)cc3C2=O)c1	108	-11	-5	-2	107	0	-7	0	16	-9	105
CC(C)Cn1c(N)c(C=O)c(=O)n(C)c1=O	101	0	-5	-1	100	-6	-10	-4	9	-8	102
CN(C)/C=N/c1nc2nccc(-c3ccc(Cl)cc3)n2n1	104	-6	-5	-5	101	-6	-7	-4	16	2	106
CC(C)CNS(=O)(=O)c1ccc(CCC(=O)N2CCOCC2)cc1	102	-9	-1	-1	103	-5	-8	2	24	-13	104
Cc1ccc2nc3cc([N+](=O)[O-])cc([N+](=O)[O-])c3cc2c1	90	-1	1	4	85	1	0	2	11	1	96
COc1ccc(CCNC(=O)NC23CC4CC(CC(C4)C2)C3)cc1	100	-4	0	6	98	-3	-8	2	16	10	95
CCC(=O)c1ccc(OCC(O)CN2CCOCC2)cc1 (stereo not drawn)	97	3	1	0	93	-1	-2	1	28	-1	91
CCCOC(=O)Nc1sc2c(c1C(=O)OCC)CCC2	99	-11	-5	-4	97	-9	-18	-1	35	-15	97
CCCC(=O)NNC(=O)CCC(=O)Nc1ccccc1Cl	119	-4	-3	0	110	0	-2	1	20	-22	104
Cc1cn(-c2ccccc2)c(C)c1/C=N\Nc1nc(N2CCOCC2)nc(N2CCOCC2)n1	103	1	-1	1	100	4	0	2	25	-50	100
CC(=O)Nc1ccc(NC(=O)COC(=O)c2ccccn2)cc1	102	-1	4	1	111	1	-2	2	10	6	101
CCN(CC)S(=O)(=O)c1ccc(-c2ccc(S(=O)(=O)N(CC)CC)cc2)cc1	103	-2	-6	2	98	-9	-8	4	48	-19	100
Cc1cccc(C(=O)NNC(=O)c2ccc(F)cc2)c1	91	-4	-8	-7	101	-1	-1	-2	10	0	98
COCC(=O)N(c1ccc(C(C)C)cc1)C1C=CS(=O)(=O)C1 (stereo not drawn)	101	-7	-3	0	99	-10	-4	-3	26	-16	100
O=C(CN1CCCc2ccccc21)Nc1ccccc1[N+](=O)[O-]	98	-3	1	0	101	-2	-5	-1	14	-32	100
NC(=O)c1ccc(C(=O)c2ccc([N+](=O)[O-])cc2)cc1	101	-5	-4	-3	101	-1	0	-3	12	-6	100
Cc1nnc(NC(=O)CSc2nnc(Cc3ccccc3)n2-c2ccccc2)s1	105	-8	-12	0	114	-9	-10	2	45	-16	103

Additional structures follow.
molecule	RGS8-Gao reg	Bim-Bcl-B	Bcl-XL Bim block	Mcl-1 Bim block	RGS7-Gao reg	Bim-Bcl-2	Bfl-1 Bim block	Bcl-W Bim block	GSH bead fluor	Mcl1-Bid inh	RGS4-Gao reg
Cc1ccc(C(=O)NCCCN2CCOCC2)cc1N1CCCC1=O	96	-5	-1	1	99	-5	-2	-3	20	-13	95
CC(C)(C)Nc1nc(NCc2cccnc2)nc(N2CCOCC2)n1	102	-3	-4	-4	107	-11	-4	-4	19	-7	102
CCC1CCc2c(n(C)c3ccccc3c2=O)O1 (stereo not drawn)	104	2	-5	-10	103	3	7	0	16	5	100
CCOC(=O)N1CCN(c2ncnc3c2oc2nc(C(C)C)c4c(c23)CCC4)CC1	102	-7	0	0	100	-5	-11	0	31	-9	97
Cc1nc2ccccc2c(=O)n1CC(=O)N1CCOCC1	103	-8	-3	-1	98	-7	-11	-1	24	-12	99
C[C@@H]1O[C@@H](O[C@H]2[C@H](Oc3cc(O)c4c(c3)O[C@H](c3ccc(O)cc3)CC4=O)O[C@H](CO)[C@@H](O)[C@@H]2O)[C@H](O)[C@H](O)[C@H]1O	74	-4	-3	-2	59	-1	-7	-1	14	-12	69
CCOc1ccc(CCNC(=O)CN2CCN(Cc3ccccc3C)C2=O)cc1OCC	100	-2	-1	-5	100	-5	-3	-3	20	-10	101
COCCOC(=O)C(C#N)c1nc2ccccc2nc1N1CCCC1 (stereo not drawn)	100	1	0	0	92	0	-3	3	18	-55	92
CC(C)CCN1C(=O)c2ccc(C(=O)Nc3cccc(S(N)(=O)=O)c3)cc2C1=O	94	-8	-3	-3	99	-1	-1	-6	12	16	99
CCN(CC)S(=O)(=O)c1ccc(/C=C/C(=O)OCC(=O)Nc2ccc(C(N)=O)cc2)cc1	102	0	2	1	u	0	-1	2	13	0	100
CC(C)(CSc1ccccn1)NS(=O)(=O)c1ccccc1	130	-4	-5	-3	108	-2	-1	-5	8	-4	112
C=CCc1ccc(OCC(O)CN2CCCCC2C)c(OC)c1 (stereo not drawn)	102	-2	-1	-1	104	-1	-1	-1	15	-14	104

Entries of single compounds as entered above. Screens in order: RGS8-Gao reg	Bim-Bcl-B	Bcl-XL Bim block	Mcl-1 Bim block	RGS7-Gao reg	Bim-Bcl-2	Bfl-1 Bim block	Bcl-W Bim block	GSH bead fluor	Mcl1-Bid inh	RGS4-Gao reg
`CCC1CCc2c(n(C)c3ccccc3c2=O)O1` (stereo not drawn) across the screens: 104	2	-5	-10	103	3	7	0	16	5	100
`CC(C)(C)Nc1nc(NCc2cccnc2)nc(N2CCOCC2)n1` across the screens: 102	-3	-4	-4	107	-11	-4	-4	19	-7	102

Assay outcomes: PubChem BioAssay, several laboratories

Compounds as they come, and some 1.8% of all compounds hit somewhere here.
